APJ agonist: agonists of human apelin receptor APJ, primary screen, CHO-K1 cells, PathHunter beta-arrestin, luminescence; 0% DMSO wells, 100% apelin; 0.11% of 330,000 active; P35414; activation, % at 20 µM;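 active = activation more than six SD over the plate average, tested at 20 µM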;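 note: 0% = DMSO alone and 100% = apelin-13 at 10 nM; some results filed as inactive read as strong as hits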
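Assay system: CHO-K1 APJ beta-arrestin complementation cell line / Compound: single test compound dose, 20 µM final, 1% DMSO / Times: overnight seeding, 90 min compound at 25 °C, 1 h detection / Technique: beta-gal luminescence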
CXCR6 inh: CXCR6 receptor inhibitors, primary screen, cell-based, beta-arrestin, luminescence, CHO-K1 PathHunter, 1536-well | AID 602244, 2012 | inhibition, % at 20 µM | C-X-C chemokine receptor type 6 (Homo sapiens), O00574 | 0.36% of 360,000 active; in the data active = inhibition above about 34%, passing the limit was not always enough;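 note: antagonist mode with CXCL16 agonist at 10 nM final; 0% = 10 nM CXCL16 with DMSO and 100% = unstimulated wells without agonist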
UBC13 inh: UBC13 polyubiquitin chain formation inhibitors, primary screen, biochemical, TR-FRET, uHTS | 0.47% of 330,000 active | Ubiquitin-conjugating enzyme E2 N (Homo sapiens), P61088 | inhibition, % at 20 µM | AID 485273, 2010; in the data active = inhibition above about 45%, passing the limit was not always enough; inconclusive = no clear call, values can overlap the other calls
CCR6 antagonist: CCR6 receptor antagonists, primary screen, cell-based, CHO-K1, luminescence, beta-arrestin, uHTS. CHO-K1 CCR6 PathHunter beta-arrestin, CCL20-stimulated. C-C chemokine receptor type 6 (Homo sapiens), P51684. 0.49% of 340,000 active. inhibition, % at 20 µM;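 active = compounds whose inhibition of the agonist-driven luminescence signal at 20 µM reaches about 50%, limit read from the data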;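 note: cells stimulated with CCL20 at 14 nM final; plate controls were DMSO with CCL20 for no effect and DMSO without agonist for full effect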
APJ antagonist: antagonists of human apelin receptor APJ, primary screen, CHO-K1 cells, beta-arrestin complementation, luminescence; AID 2521, 2010; inhibition, % at 20 µM; 0.32% of 330,000 active; P35414;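 active = inhibition above about 40% at 20 µM, limit read from the data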;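 note: cells challenged with 10 nM apelin-13 agonist together with compound; plate controls were apelin-13 plus DMSO wells for no effect and DMSO wells lacking apelin-13 for full effect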
Gli-Sufu antag: Gli-Sufu pathway antagonists, primary screen, luciferase luminescence, Sufu-KO-LIGHT cells, uHTS; Sufu-KO-LIGHT fibroblasts, Gli luciferase reporter luminescence; inhibition, % at 5 µM; 0.74% of 340,000 active;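 active = inhibition above about 55%, limit read from the data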;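 note: 0% = DMSO-treated cells and 100% = wells with medium but no cells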
EBI2 block: EBI2 receptor antagonists, beta-arrestin recruitment, primary screen, cell-based, luminescence, 7a,25-OHC stimulation, uHTS | 7a,25-OHC stimulated | inhibition, % at 5 µM | 0.81% of 360,000 active; in the data active = inhibition above about 38%;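 note: enzyme fragment complementation signal reports receptor beta-arrestin coupling in cells; 0% = agonist plus DMSO wells and 100% = wells without agonist; some results beyond the cut were filed as inactive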
ATG4B inh: ATG4B protease inhibitors, primary screen, biochemical, fluorescence, uHTS; inhibition, % at 8.33 µM; Cysteine protease ATG4B (Homo sapiens), Q9Y4P1; ATG4B cleavage of LC3-PLA2, NBD-HPC fluorescence, 1 h; 0.51% of 340,000 active; in the data active = inhibition above about 40%
The depositor's hits bear a star; ? = inconclusive; / = not tested or not shown.

SMILES	APJ agonist	CXCR6 inh	UBC13 inh	CCR6 antagonist	APJ antagonist	Gli-Sufu antag	EBI2 block	ATG4B inh
Cc1c(NC(=O)C(C)N2C(=O)NC3(CCC(C)CC3)C2=O)c(=O)n(-c2ccccc2)n1C (configuration not stated)	-1	0	-1	3	13	/	-7	3
CCN(c1ccccc1)S(=O)(=O)c1ccc(OC)c(NC(=O)C2=NN(c3ccccc3)C(=O)CC2)c1	-6	3	4	12	13	18	23	0
CCOc1cc(CN2CCOCC2)cc(C(C)=O)c1	0	-8	-3	11	4	0	0	0
CCOC(=O)c1ccc(NC(=O)c2cccnc2)cc1	6	-4	1	3	14	-15	-20	-1
Cc1ccc(S(=O)(=O)N2CCC(C(=O)N3CCC[C@H]3C(=O)NCc3ccccc3)CC2)cc1	-3	7	1	-16	14	9	-10	-16
CCCCN1C(=O)c2ccc(C(=O)NC3=NCCS3)cc2C1=O	1	0	-15	1	11	-2	-13	0
COc1ccc(-c2ccc(C(C)=O)cc2)cc1[C@H]1[C@H]2C=CC[C@@H](C)[C@@H]2C(=O)N1Cc1ccccc1	-7	33	-2	28	27	18	27	-2
Cc1ccc(C)c(-c2nn(-c3cc(N4CCN(CCO)CC4)ccc3[N+](=O)[O-])c(=O)c3ccccc23)c1	-4	12	17	31	15	-4	3	-3
CN1CCN(C(=O)C2=C[C@H](c3csc4ccccc34)C[C@H](OCc3ccc(CO)cc3)O2)CC1	3	3	15	3	11	19	-2	-5
CCC(C(=O)N1CCN(c2cccc(Cl)c2)CC1)c1ccccc1 (configuration not stated)	0	8	9	20	23	13	8	-1
CCOC(=O)C1CCN(c2cc(=O)n(-c3ccccc3Cl)c(=O)[nH]2)CC1	-3	2	3	8	12	-1	-13	-1
CCc1ccc2oc(-c3ccc(OC)cc3)cc(=Nc3cccc(C(=O)O)c3)c2c1	-4	5	-15	14	2	-94	31	81*
O=C(Cc1cccs1)NCc1cccc(Br)c1	-2	2	-1	6	14	-34	5	-8
CCc1ccc2c(c1)c1nnc(NN)nc1n2CC	4	5	-5	18	-29	5	9	2
Cc1nc2ccc(S(=O)(=O)N(C)CC(=O)NCc3ccc4c(c3)OCO4)cc2s1	-3	3	6	-7	-11	-1	2	-11
CC(C)CC(NC(=O)C1CCC(=O)N1C(=O)OCc1ccccc1)C(=O)NC(Cc1ccccc1)C(N)=O (configuration not stated)	-2	-3	4	-17	17	-27	0	-1
O=[n+]1c2c(n([O-])c3cc(F)c(F)cc31)CCCC2	10	-16	-6	-6	-12	-9	-17	-6
COc1ccc(C2(C(=O)Nc3nncs3)CCCC2)cc1	0	-2	4	6	9	8	-8	3
Cc1ccc(-n2c(C)cc(C(=O)COC(=O)C3=NNC(=O)CC3)c2C)cc1	-3	11	2	21	21	-13	-12	-6
CC1=C(C(=O)Nc2ccccc2)C(c2ccccn2)n2ncnc2N1 (configuration not stated)	4	4	-4	10	-3	13	-13	0
Cc1ccc(/C=c2/sc3n(c2=O)CCCN=3)o1	-7	3	-7	-4	15	-40	-18	-6
ClC1(Cl)CC1Cn1cnc2ccccc21 (configuration not stated)	-1	1	-9	2	-15	29	9	-1
CC(C)CCn1c(CN2CCOCC2)nc2c1c(=O)n(C)c(=O)n2C	-4	1	2	-4	15	7	-2	-10
Cc1ccccc1Cn1c(-c2ccc(=O)[nH]c2)nc2ccccc21	0	2	3	16	-18	1	-6	2
C=CCOc1ccc(C2C(C(=O)c3ccco3)=C(O)C(=O)N2CCCN(CC)CC)cc1 (configuration not stated)	10	-6	-8	-11	12	1	-9	-1
N#CCCN1CCN(S(=O)(=O)c2ccc(S(=O)(=O)NC3CCCC3)cc2)CC1	-1	-3	-10	10	-58	4	2	-4
N=c1sc2ccccc2n1-c1ccccc1	-4	-3	?	-8	3	-2	-3	13
Cc1cnn(-c2cc(N/N=C/c3cccc(F)c3)ncn2)c1	0	0	-7	1	2	-6	-3	-5
O=C(CNC(=O)c1ccccc1)OCC(=O)c1ccccc1Cl	-8	13	-6	2	27	2	6	-3
CCCCSc1nc2sc3c(c2c(=O)n1-c1ccc(C)cc1)CCN(C)C3	0	9	13	21	15	50	4	12
CCN(CC)C(=O)CNC(=O)c1nn(-c2ccc(OC)c(Cl)c2)c(=O)c2ccccc12	-4	-5	-2	14	4	6	-15	1
CCn1ccnc1CN(C)Cc1nc(-c2cccc(Cl)c2)no1	-2	2	4	0	6	-8	-9	5
CN(C(=O)c1ccc(Cl)cc1)C1=CCCCC1CCC#N (configuration not stated)	-3	1	-2	-2	-12	7	3	4
COc1ccccc1N1CCN(S(=O)(=O)CCNC(=O)c2cccc(F)c2)CC1	-4	-3	-13	-2	-57	6	2	-6
CCOc1ccc(N(CC(=O)NCC2CCCO2)S(=O)(=O)c2ccc(C)cc2)cc1 (configuration not stated)	-2	10	-6	-3	15	0	-5	3
CC1CCC(NC(=O)CSc2nnc(-c3cccnc3)o2)CC1 (configuration not stated)	-3	3	8	5	14	-5	-9	-15
CC1=C(C(=O)O)N2C(=O)C(NC(=O)c3nn(C)c(C)c3Cl)C2SC1 (configuration not stated)	-2	-4	2	14	7	5	5	-5
CCOc1ccc(NC(=O)CSc2nnc(Cn3cnc([N+](=O)[O-])n3)n2CC)cc1	7	-2	-14	-17	-28	0	-3	-4
COc1ccc(C2NC(=O)NC(O)(C(F)(F)F)C2C(=O)c2ccc(C)cc2)cc1 (configuration not stated)	-4	-1	6	6	17	-1	7	-10
COc1ccc(NC(=S)N/N=C/c2cccn2Cc2ccc(F)cc2)cc1	-4	10	18	6	2	-19	2	-10
O=C1c2ccc(-c3nc4ccccc4o3)cc2C(=O)N1Cc1ccccc1	/	3	/	-2	/	-11	5	0
CCSc1nc(-c2ccc(OC)cc2)cc(-c2ccc(OC)cc2)c1C#N	1	3	10	15	-19	-9	21	6
CS(=O)(=O)N1CCCC(C(=O)NCc2ccccn2)C1 (configuration not stated)	0	-5	4	3	2	-2	1	-15
CCOc1cc(CNCc2ccc3c(c2)OCO3)ccc1OC	-2	12	4	2	-12	11	-6	-1
Cc1ccc(N(CC(=O)NCCSCc2ccco2)S(=O)(=O)c2ccc(C)cc2)cc1	-1	3	2	8	3	0	38	-7
O=S(=O)(Nc1ccccc1OC(F)F)c1ccc(S(=O)(=O)N2CCCC2)cc1	-3	-2	-3	-7	-6	5	-10	-8
COc1ccc(C(=O)Nc2ccc(NC(=O)Cc3ccccc3)cn2)cc1	0	0	3	-3	11	-18	3	3
C=CCOC(=O)C1=C[C@@H](c2coc3ccccc3c2=O)C[C@@H](OCc2ccc(CO)cc2)O1	7	-3	6	8	0	25	4	-9

Reformatted with values under each structure: part of the list above.
Results follow in this order: APJ agonist, CXCR6 inh, UBC13 inh, CCR6 antagonist, APJ antagonist, Gli-Sufu antag, EBI2 block, ATG4B inh
- CCN(CC)C(=O)CNC(=O)c1nn(-c2ccc(OC)c(Cl)c2)c(=O)c2ccccc12
    -4, -5, -2, 14, 4, 6, -15, 1
- CCn1ccnc1CN(C)Cc1nc(-c2cccc(Cl)c2)no1
    -2, 2, 4, 0, 6, -8, -9, 5
- CN(C(=O)c1ccc(Cl)cc1)C1=CCCCC1CCC#N (configuration not stated)
    -3, 1, -2, -2, -12, 7, 3, 4
- COc1ccccc1N1CCN(S(=O)(=O)CCNC(=O)c2cccc(F)c2)CC1
    -4, -3, -13, -2, -57, 6, 2, -6
- CCOc1ccc(N(CC(=O)NCC2CCCO2)S(=O)(=O)c2ccc(C)cc2)cc1 (configuration not stated)
    -2, 10, -6, -3, 15, 0, -5, 3
- CC1CCC(NC(=O)CSc2nnc(-c3cccnc3)o2)CC1 (configuration not stated)
    -3, 3, 8, 5, 14, -5, -9, -15
- CC1=C(C(=O)O)N2C(=O)C(NC(=O)c3nn(C)c(C)c3Cl)C2SC1 (configuration not stated)
    -2, -4, 2, 14, 7, 5, 5, -5
- CCOc1ccc(NC(=O)CSc2nnc(Cn3cnc([N+](=O)[O-])n3)n2CC)cc1
    7, -2, -14, -17, -28, 0, -3, -4
- COc1ccc(C2NC(=O)NC(O)(C(F)(F)F)C2C(=O)c2ccc(C)cc2)cc1 (configuration not stated)
    -4, -1, 6, 6, 17, -1, 7, -10
- COc1ccc(NC(=S)N/N=C/c2cccn2Cc2ccc(F)cc2)cc1
    -4, 10, 18, 6, 2, -19, 2, -10
- O=C1c2ccc(-c3nc4ccccc4o3)cc2C(=O)N1Cc1ccccc1
    /, 3, /, -2, /, -11, 5, 0
- CCSc1nc(-c2ccc(OC)cc2)cc(-c2ccc(OC)cc2)c1C#N
    1, 3, 10, 15, -19, -9, 21, 6
- CS(=O)(=O)N1CCCC(C(=O)NCc2ccccn2)C1 (configuration not stated)
    0, -5, 4, 3, 2, -2, 1, -15
- CCOc1cc(CNCc2ccc3c(c2)OCO3)ccc1OC
    -2, 12, 4, 2, -12, 11, -6, -1
- Cc1ccc(N(CC(=O)NCCSCc2ccco2)S(=O)(=O)c2ccc(C)cc2)cc1
    -1, 3, 2, 8, 3, 0, 38, -7

(next part)
SMILES	APJ agonist	CXCR6 inh	UBC13 inh	CCR6 antagonist	APJ antagonist	Gli-Sufu antag	EBI2 block	ATG4B inh
CN(C)CC1CCC/C(=C\c2ccc(OC(=O)/C=C/c3ccccc3)cc2)C1=O (configuration not stated)	/	34	/	62*	/	1	4	2
O=C1/C(=C/c2ccncc2)Cc2ccccc21	3	0	3	-5	15	-4	0	-8
COc1ccc(C(=O)NCC(=O)n2nc(C)cc2C)cc1OC	-1	-4	-12	-1	-13	7	-11	-9
Cc1ccc2c(CN3CCN(S(=O)(=O)/C=C/c4ccccc4)CC3)cc(=O)oc2c1	-3	4	7	21	4	10	28	22
COc1ccc(CN2CCOCC2)cc1	-2	2	4	-28	8	4	6	-13
CCOc1ccc(CCNC(=O)COC(=O)c2cccc(OC)c2O)cc1OCC	-3	0	2	-3	11	-4	-6	-1
COc1ccc2c(c1)CCCC21NC(=O)N(CC(=O)NCc2cccs2)C1=O (configuration not stated)	1	7	-18	-2	-11	-38	4	2
O=C(CSc1nnc2scc(-c3ccccc3)n12)Nc1nsc(-c2ccccc2)n1	-1	-14	8	14	8	6	1	-10
CCCNc1c(NC(=O)c2cccs2)c(=O)oc2ccccc12	-6	-3	-5	9	10	-6	-1	-2
O=C1CN(C(=O)COC(=O)c2ccc([N+](=O)[O-])o2)c2ccccc2N1	7	-20	3	-4	-169	-9	-24	0
O=C(CC(=O)Nc1cccnc1)Nc1cccnc1	-5	6	0	-1	-12	4	2	3
COc1ccccc1C(CNC(=O)c1cccc(NS(=O)(=O)c2ccc(C)c(F)c2)c1)N(C)C (configuration not stated)	-9	3	36	19	11	8	-2	8
Cc1ccc(-c2c[n+](Cc3cccc(Cl)c3)c3n2CCC3)cc1	-6	5	7	2	-6	79*	0	-3
Cc1ccc(S(=O)(=O)Nc2c(O)c3ccccc3oc2=O)cc1C	-1	6	-5	3	7	-3	-4	-2

Reformatted field by field: part of the list above.
CN(C)CC1CCC/C(=C\c2ccc(OC(=O)/C=C/c3ccccc3)cc2)C1=O (configuration not stated)
  APJ agonist = /
  CXCR6 inh = 34
  UBC13 inh = /
  CCR6 antagonist = 62*
  APJ antagonist = /
  Gli-Sufu antag = 1
  EBI2 block = 4
  ATG4B inh = 2

O=C1/C(=C/c2ccncc2)Cc2ccccc21
  APJ agonist = 3
  CXCR6 inh = 0
  UBC13 inh = 3
  CCR6 antagonist = -5
  APJ antagonist = 15
  Gli-Sufu antag = -4
  EBI2 block = 0
  ATG4B inh = -8

Compounds as they come; any-hit rate near 3%.
